GC-A act: GC-A (human) enzyme activation; P16066; HEK293 GC-A cells, cGMP TR-FRET, EC30 ANP; 0% at EC30 ANP, 100% saturating ANP; activation, % at 10 µM; 0.14% of 370,000 active; AID 1671463; in the data active means activation above about 40%
Target sequence (P16066 whole entry, looked up): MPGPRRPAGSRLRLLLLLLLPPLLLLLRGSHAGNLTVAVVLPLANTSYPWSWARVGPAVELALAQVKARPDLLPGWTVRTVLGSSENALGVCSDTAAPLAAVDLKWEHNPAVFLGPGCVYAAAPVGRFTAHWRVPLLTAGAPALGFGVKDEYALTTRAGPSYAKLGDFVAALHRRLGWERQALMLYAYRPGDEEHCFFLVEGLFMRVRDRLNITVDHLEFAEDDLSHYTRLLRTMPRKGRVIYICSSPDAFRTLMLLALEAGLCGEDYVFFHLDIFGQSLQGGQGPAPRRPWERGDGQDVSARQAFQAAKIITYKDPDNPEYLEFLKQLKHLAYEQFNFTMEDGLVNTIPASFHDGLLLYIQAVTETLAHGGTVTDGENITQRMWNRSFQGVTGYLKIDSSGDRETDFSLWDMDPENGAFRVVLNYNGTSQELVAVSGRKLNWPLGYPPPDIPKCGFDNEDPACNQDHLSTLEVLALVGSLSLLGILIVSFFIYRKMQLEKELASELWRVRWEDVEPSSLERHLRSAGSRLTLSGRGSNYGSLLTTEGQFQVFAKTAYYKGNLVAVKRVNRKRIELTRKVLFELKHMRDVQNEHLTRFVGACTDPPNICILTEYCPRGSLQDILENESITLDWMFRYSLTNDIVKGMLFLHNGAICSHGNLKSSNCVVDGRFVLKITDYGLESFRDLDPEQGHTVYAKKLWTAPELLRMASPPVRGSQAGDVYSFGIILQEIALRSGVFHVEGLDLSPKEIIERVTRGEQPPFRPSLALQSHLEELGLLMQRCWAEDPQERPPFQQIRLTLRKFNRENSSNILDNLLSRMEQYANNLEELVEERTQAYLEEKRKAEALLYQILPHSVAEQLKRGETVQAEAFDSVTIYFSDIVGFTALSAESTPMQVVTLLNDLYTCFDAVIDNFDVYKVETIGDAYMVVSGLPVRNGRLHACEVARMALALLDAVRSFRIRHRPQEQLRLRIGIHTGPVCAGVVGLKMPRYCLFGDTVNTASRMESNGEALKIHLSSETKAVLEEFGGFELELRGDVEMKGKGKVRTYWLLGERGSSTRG
PG9 binder: PG9 antibody binding by small molecule; TR-FRET gp120-PG9 antibody binding; inhibition, % at 6.7 µM; 0.43% of 360,000 active; in the data active means inhibition above about 8.5%
ADAM17 inh: inhibits human ADAM17 | P78536 | recombinant ADAM17, EDANS/DABCYL FRET peptide cleavage | inhibition, % at 6.95 µM | 0.83% of 370,000 active;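 active means inhibition above the mean of compounds lying between control limits plus 3 SD, set per campaign, cut at about 8.5% in these data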;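 further: 0% = DMSO-only wells as the low control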
DAX1 inh-1: DAX1 (NR0B1) inhibition, primary screen; inhibition, % at 6.8 µM; 1.1% of 370,000 active; AID 652010; HEK293T StAR-luciferase reporter, SF-1/DAX-1 repression relief;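 active means inhibition above the mean over all tested compounds plus 3 SD, cut at about 3.6% in these data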;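 further: 0% = DAX-1 cells with DMSO and 100% = cells lacking DAX-1 with DMSO; higher inhibition means more luminescence from relief of DAX-1 repression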
ADAM10 inh: inhibits human ADAM10. O14672. recombinant ADAM10, EDANS/DABCYL FRET peptide cleavage, 3 h. inhibition, % at 7 µM. 0.62% of 370,000 active;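 active means inhibition above a per-campaign cutoff equal to the mean of compounds falling between control-based bounds plus 3 SD, cut at about 20% in these data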;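 further: 0% = DMSO wells while the 100% control is not disclosed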
ssDAF12 agonist: S. stercoralis DAF-12 activation, primary screen; 1% of 370,000 active; HEK293 ssDAF-12/GRIP1 lit1-tk-luc reporter, luminescence; % of 3 µM dafachronic acid response; AID 652126; activation, % at 6.8 µM;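 active means activation above the mean over all tested compounds plus 3 SD, cut at about 0.9% in these data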;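 further: 0% = DMSO-only wells and 100% = 3 µM delta7-dafachronic acid wells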
GAA850 FXN act: frataxin GAA850 promoter activation; activation, % at 6 µM; AID 540364; HEK293 lucGAA850 FXN promoter luciferase reporter, 24 h; percent of 10 µM SAHA response; 0.56% of 360,000 active;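 active means activation above the average of all compounds screened plus 3 SD, cutoff fixed separately per campaign, cut at about 7.5% in these data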;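 further: 0% = DMSO wells and 100% = 10 µM SAHA wells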
hcDAF-12 act: activators of H. contortus DAF-12 nuclear receptor; HEK293 hcDAF-12 lit1-tk-luc reporter, luminescence; 0% DMSO, 100% Δ7-dafachronic acid; activation, % at 6.8 µM; 1.4% of 370,000 active; AID 652067;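 active means activation above the mean of all tested compounds plus 3 SD, cut at about 5.5% in these data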;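 further: 100% = response to 3 µM Δ7-dafachronic acid high control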
SMARCA2 activ: activators of SMARCA2 function; AID 652017; MG213 cells, MMTV-luciferase reporter, dexamethasone, overnight; activation, % at 9.1 µM; 1% of 370,000 active; in the data active means activation above about 7.8%;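 further: 0% = vehicle wells and 100% = reference activator wells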
DAX1 inh-2: NR0B1 (DAX1) inhibition | P51843 | HEK293 Gal4-DAX1 luciferase reporter, luminescence | inhibition, % at 6.75 µM | 0.99% of 340,000 active | AID 504766;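 active means inhibition above the mean over all tested compounds plus 3 SD, cut at about 4.2% in these data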;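 further: 0% = DAX1-transfected cells with DMSO and 100% = empty-vector control cells with DMSO; inhibition shows as a rise in luminescence from relieved DAX1 repression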
hgDAF12 agonist: activates the H. glycines DAF-12 receptor ligand-binding domain; HEK293 GAL4-hgDAF12 UAS-luciferase reporter, agonist luminescence; normalized to butyrate control; activation, % at 6.8 µM; 1.8% of 370,000 active;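 active means activation above a cutoff set at the mean of all screened compounds plus 3 SD, cut at about 10% in these data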;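 further: 0% = DMSO wells and 100% = sodium butyrate wells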
Active calls of the source: *.

Screening Cc1ccc(N(C(C)C(=O)O)S(=O)(=O)c2cccnc2)cc1 (stereo not given) returned GC-A act -1, PG9 binder 0.3, ADAM17 inh 1, DAX1 inh-1 -0.4, ADAM10 inh 2, ssDAF12 agonist -1.4, GAA850 FXN act -0.1, hcDAF-12 act -0.2, SMARCA2 activ -3, DAX1 inh-2 2.4 and hgDAF12 agonist 0.5.
Cc1[nH]c2ccccc2c1C(=O)C(=O)NCc1cccs1 was read as GC-A act -1, PG9 binder -2.3, ADAM17 inh 4, DAX1 inh-1 0.2, ADAM10 inh 4, ssDAF12 agonist -1.5, GAA850 FXN act 3.6, hcDAF-12 act -0.9, SMARCA2 activ 2, DAX1 inh-2 0.5 and hgDAF12 agonist -3.1.
Cc1ccccc1S(=O)(=O)N(C)C[C@H]1OCc2cnnn2CCCC(=O)N([C@H](C)CO)C[C@@H]1C was read as GC-A act 7, PG9 binder -0.6, ADAM17 inh -4, DAX1 inh-1 -0.4, ADAM10 inh -9, ssDAF12 agonist -0.9, hcDAF-12 act -0.3, SMARCA2 activ -4 and hgDAF12 agonist 1.6.
`COC(=O)Nc1ccc(S(=O)(=O)Nc2cccc3ccccc23)cc1` gave GC-A act 3, PG9 binder -2.5, ADAM17 inh 6, DAX1 inh-1 -1.8, ADAM10 inh 17, ssDAF12 agonist -1.8, GAA850 FXN act -4.3, hcDAF-12 act -2.2, SMARCA2 activ -4, DAX1 inh-2 0.1 and hgDAF12 agonist -5.4.
COc1cccc(C(C(=O)NC2CCCCC2)N(C(=O)c2cccs2)c2ccc3c(c2)OCO3)c1 (stereo not given) was read as GC-A act -19, PG9 binder -2.8, ADAM17 inh 0, DAX1 inh-1 0.4, ADAM10 inh 3, ssDAF12 agonist -1.2, GAA850 FXN act -6.5, hcDAF-12 act -1.1, SMARCA2 activ 3, DAX1 inh-2 -0.9 and hgDAF12 agonist -1.8.
For CC(CCc1ccccc1)C(=O)NO (stereo not given) the results were GC-A act 2, PG9 binder -1.9, ADAM17 inh -1, DAX1 inh-1 -0.5, ADAM10 inh -4, ssDAF12 agonist -1.4, GAA850 FXN act 2.4, hcDAF-12 act 0.5, SMARCA2 activ 0, DAX1 inh-2 0.7 and hgDAF12 agonist -2.0.
For Cc1ccc(C(OC(=O)c2ccco2)C(=O)NC(C)(C)C)cc1 (stereo not given) the results were GC-A act -6, PG9 binder -2.5, ADAM17 inh 0, DAX1 inh-1 -0.3, ADAM10 inh 5, ssDAF12 agonist -1.8, GAA850 FXN act 0.9, hcDAF-12 act 0.1, SMARCA2 activ 1, DAX1 inh-2 0.4 and hgDAF12 agonist 4.2.
`O=C(NCc1ccc2c(c1)OCO2)C1CCN(S(=O)(=O)c2ccc(Br)s2)CC1` gave GC-A act -1, PG9 binder -0.1, ADAM17 inh 2, DAX1 inh-1 0.4, ADAM10 inh 7, ssDAF12 agonist -1.2, GAA850 FXN act -0.2, hcDAF-12 act -1.6, SMARCA2 activ -2, DAX1 inh-2 -0.7 and hgDAF12 agonist -2.7.
`CC(C)(C)OC(=O)C1C(=O)CC(C)(O)C(C(=O)OC(C)(C)C)C1c1cccnc1` (stereo not given) gave GC-A act 2, PG9 binder -0.5, ADAM17 inh -2, DAX1 inh-1 0.0, ADAM10 inh -2, ssDAF12 agonist -1.1, GAA850 FXN act -0.1, hcDAF-12 act -2.0, SMARCA2 activ -2, DAX1 inh-2 2.0 and hgDAF12 agonist -0.2.
`CC1(C)CC(=O)C(C=NCCCO)=C(O)C1` gave GC-A act 0, PG9 binder 0.2, ADAM17 inh -3, DAX1 inh-1 0.1, ADAM10 inh -7, ssDAF12 agonist -1.4, GAA850 FXN act 3.9, hcDAF-12 act -0.6, SMARCA2 activ -1, DAX1 inh-2 0.9 and hgDAF12 agonist -1.0.
Screening O=C(NC1CCCC1)C(c1cccs1)N(C(=O)c1ccno1)c1ccccc1 (stereo not given) returned GC-A act -3, PG9 binder -2.0, ADAM17 inh -2, DAX1 inh-1 -0.3, ADAM10 inh 4, ssDAF12 agonist -1.2, GAA850 FXN act -1.6, hcDAF-12 act 0.2, SMARCA2 activ 2, DAX1 inh-2 0.6 and hgDAF12 agonist -2.1.
NC(=O)Cc1ccc(C(=O)c2ccc(Cl)cc2Cl)s1 was read as GC-A act 9, PG9 binder -1.5, ADAM17 inh -3, DAX1 inh-1 0.1, ADAM10 inh -2, ssDAF12 agonist -0.9, GAA850 FXN act 0.4, hcDAF-12 act -1.2, SMARCA2 activ -2, DAX1 inh-2 -1.7 and hgDAF12 agonist 2.0.
Screening CCCCNC(=S)Nc1ccc2cn[nH]c2c1 returned GC-A act -2, PG9 binder 2.5, ADAM17 inh -3, DAX1 inh-1 -0.2, ADAM10 inh 2, ssDAF12 agonist -1.9, GAA850 FXN act -0.4, hcDAF-12 act 0.8, SMARCA2 activ -3, DAX1 inh-2 1.5 and hgDAF12 agonist 0.4.
Cc1cccc(-c2nsc(SCC(=O)Nc3nccs3)n2)c1 was read as GC-A act -12, PG9 binder 10*, ADAM17 inh -1, DAX1 inh-1 0.2, ADAM10 inh -3, ssDAF12 agonist -1.1, GAA850 FXN act 3.6, hcDAF-12 act -1.3, SMARCA2 activ -3, DAX1 inh-2 0.7 and hgDAF12 agonist 1.4.
For Cc1csc(=O)n1CC(=O)OCC(=O)Nc1ccccc1C(C)C the results were GC-A act -2, PG9 binder 0.5, ADAM17 inh -4, DAX1 inh-1 -0.6, ADAM10 inh -17, ssDAF12 agonist -1.0, GAA850 FXN act 1.9, hcDAF-12 act -0.4, SMARCA2 activ -3, DAX1 inh-2 0.8 and hgDAF12 agonist 2.6.
`CSC(=Nc1ccccc1)Nc1ccccc1` gave GC-A act 2, PG9 binder -0.5, ADAM17 inh 1, DAX1 inh-1 -0.6, ADAM10 inh 0, ssDAF12 agonist -0.2, GAA850 FXN act 2.2, hcDAF-12 act 2.0, SMARCA2 activ -2, DAX1 inh-2 -0.2 and hgDAF12 agonist 1.3.
For CCCNC(=S)Nc1ccc2nc(-c3ccccn3)c(-c3ccccn3)nc2c1 the results were GC-A act 7, PG9 binder -3.9, ADAM17 inh -79, DAX1 inh-1 0.1, ADAM10 inh -336, ssDAF12 agonist -1.9, GAA850 FXN act -1.5, hcDAF-12 act 0.6, SMARCA2 activ -1, DAX1 inh-2 0.0 and hgDAF12 agonist -2.7.
`CCOC(=O)C1CC(C)=C(C)CC1C(=O)O` (stereo not given) gave GC-A act -2, PG9 binder -0.8, ADAM17 inh 1, DAX1 inh-1 0.3, ADAM10 inh 6, ssDAF12 agonist -0.9, GAA850 FXN act -0.9, hcDAF-12 act 0.2, SMARCA2 activ 3, DAX1 inh-2 0.6 and hgDAF12 agonist -1.3.
For O=C(c1ccc([N+](=O)[O-])cc1)n1nc(-c2ccccc2)nc1NCc1ccc(F)cc1 the results were GC-A act 2, PG9 binder -4.0, ADAM17 inh -2, DAX1 inh-1 0.0, ADAM10 inh 2, ssDAF12 agonist -1.2, GAA850 FXN act 3.9, hcDAF-12 act 0.0, SMARCA2 activ -4, DAX1 inh-2 0.0 and hgDAF12 agonist 5.0.
`O=C(CSCc1ccc([N+](=O)[O-])cc1)NCCSCc1ccccc1` gave GC-A act -1, PG9 binder 1.1, ADAM17 inh 4, DAX1 inh-1 -0.8, ADAM10 inh 7, ssDAF12 agonist -1.4, GAA850 FXN act 0.6, hcDAF-12 act -2.2, SMARCA2 activ -3, DAX1 inh-2 0.4 and hgDAF12 agonist 0.1.
`CCOC(=O)C1CCCN(C(=O)c2[nH]c(C(F)(F)F)nc2-c2ccccc2)C1` (stereo not given) gave GC-A act 3, PG9 binder -0.1, ADAM17 inh -4, DAX1 inh-1 0.3, ADAM10 inh -10, ssDAF12 agonist -1.0, hcDAF-12 act -0.3, SMARCA2 activ 3 and hgDAF12 agonist -1.3.
Cc1ccc(CNc2nc(-c3cccs3)nc3ccccc23)cc1 was read as GC-A act 30, PG9 binder -2.4, ADAM17 inh 2, DAX1 inh-1 -0.7, ADAM10 inh 2, ssDAF12 agonist -0.9, GAA850 FXN act 0.6, hcDAF-12 act -1.5, SMARCA2 activ -5, DAX1 inh-2 0.4 and hgDAF12 agonist 2.0.
Screening CC(=O)c1cccc(N(CC(=O)O)S(C)(=O)=O)c1 returned GC-A act 1, PG9 binder -2.8, ADAM17 inh -6, DAX1 inh-1 0.0, ADAM10 inh 5, ssDAF12 agonist -1.2, GAA850 FXN act -0.9, hcDAF-12 act -0.8, SMARCA2 activ 1, DAX1 inh-2 0.3 and hgDAF12 agonist -0.2.
Screening COc1ccc(Cl)cc1NC(=O)CN(C)CC(=O)Nc1c(C)n(C)n(-c2ccccc2)c1=O returned GC-A act -1, PG9 binder -2.1, ADAM17 inh 1, DAX1 inh-1 -3.0, ADAM10 inh -3, ssDAF12 agonist -1.0, GAA850 FXN act -1.8, hcDAF-12 act -1.3, SMARCA2 activ -2, DAX1 inh-2 -0.4 and hgDAF12 agonist 5.3.

3 structures already listed, ordered by molar mass, low to high:
For CC(CCc1ccccc1)C(=O)NO (stereo not given) the results were GC-A act 2, PG9 binder -1.9, ADAM17 inh -1, DAX1 inh-1 -0.5, ADAM10 inh -4, ssDAF12 agonist -1.4, GAA850 FXN act 2.4, hcDAF-12 act 0.5, SMARCA2 activ 0, DAX1 inh-2 0.7 and hgDAF12 agonist -2.0.
Cc1cccc(-c2nsc(SCC(=O)Nc3nccs3)n2)c1 was read as GC-A act -12, PG9 binder 10*, ADAM17 inh -1, DAX1 inh-1 0.2, ADAM10 inh -3, ssDAF12 agonist -1.1, GAA850 FXN act 3.6, hcDAF-12 act -1.3, SMARCA2 activ -3, DAX1 inh-2 0.7 and hgDAF12 agonist 1.4.
`CCOC(=O)C1CCCN(C(=O)c2[nH]c(C(F)(F)F)nc2-c2ccccc2)C1` (stereo not given) gave GC-A act 3, PG9 binder -0.1, ADAM17 inh -4, DAX1 inh-1 0.3, ADAM10 inh -10, ssDAF12 agonist -1.0, hcDAF-12 act -0.3, SMARCA2 activ 3 and hgDAF12 agonist -1.3.

Further results:
`S=C(NN=Cc1ccccn1)Nc1ccccn1` gave GC-A act 8, PG9 binder 1.4, ADAM17 inh -7, DAX1 inh-1 3.8*, ADAM10 inh -45, ssDAF12 agonist 1.6*, GAA850 FXN act -14, hcDAF-12 act 5.3, SMARCA2 activ -1, DAX1 inh-2 -4.5 and hgDAF12 agonist 15*.
O=C1CSC(=NC(=O)c2ccccc2)N1 was read as GC-A act 0, PG9 binder -1.8, ADAM17 inh 2, DAX1 inh-1 0.0, ADAM10 inh -3, ssDAF12 agonist -1.3, GAA850 FXN act 2.2, hcDAF-12 act -1.3, SMARCA2 activ 6, DAX1 inh-2 0.0 and hgDAF12 agonist 0.5.
`CCOC(=O)c1sc2nc(C)c([N+](=O)[O-])c(COC)c2c1N` gave GC-A act 12, PG9 binder -0.8, ADAM17 inh -2, DAX1 inh-1 0.2, ADAM10 inh -9, ssDAF12 agonist -0.6, GAA850 FXN act -0.7, hcDAF-12 act 0.4, SMARCA2 activ 1, DAX1 inh-2 2.1 and hgDAF12 agonist 1.8.
Screening Cn1c(N2CCOCC2)nc2c1c(=O)n(Cc1ccc(Cl)c(Cl)c1)c(=O)n2C returned GC-A act 13, PG9 binder 0.5, ADAM17 inh -6, DAX1 inh-1 -0.5, ADAM10 inh 5, ssDAF12 agonist -1.5, GAA850 FXN act -0.8, hcDAF-12 act -1.2, SMARCA2 activ 0, DAX1 inh-2 0.3 and hgDAF12 agonist -3.0.
